# Compound activity (PubChem BioAssay)
# TRHR PAM = allosteric enhancers of human TRH receptor; TRHR cells, fluo-8 calcium fluorescence, EC20 TRH enhancement; P34981; 360,000 compounds, 0.66% hits; enhancement, % at 2 µM; in the data active = enhancement above about 30%; note: 0% is about no effect
# Target sequence (P34981 whole entry, looked up): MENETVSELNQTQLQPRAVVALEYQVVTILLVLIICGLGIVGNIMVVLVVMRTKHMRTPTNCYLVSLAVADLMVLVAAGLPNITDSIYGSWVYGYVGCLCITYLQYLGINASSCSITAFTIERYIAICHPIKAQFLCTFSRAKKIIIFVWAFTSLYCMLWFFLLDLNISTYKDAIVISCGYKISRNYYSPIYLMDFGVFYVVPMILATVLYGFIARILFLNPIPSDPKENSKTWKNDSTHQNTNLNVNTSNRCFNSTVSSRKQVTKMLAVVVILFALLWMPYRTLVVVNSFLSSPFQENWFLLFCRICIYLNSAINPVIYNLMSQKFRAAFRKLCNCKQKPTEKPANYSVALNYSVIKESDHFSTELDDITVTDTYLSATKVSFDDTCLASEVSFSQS
#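 TRHR-expressing cells loaded with fluo-8 calcium dye were read kinetically (ex 480/em 530) during compound addition, then stimulated with an EC20 of TRH (10 nM final). Enhancement of the Gq-mediated intracellular calcium response was scored.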
# D2 ag = activates the human D2 dopamine receptor; HEK293 T-REx D2 cells, calcium flux agonist mode; activation, % at 2 µM; 340,000 compounds, 0.53% hits; P14416;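 active = activation over 3 SD above normal in the single-dose calcium agonist read, cut at about 30% in these data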; note: 0% is about no effect
# Target sequence (P14416 whole entry, looked up): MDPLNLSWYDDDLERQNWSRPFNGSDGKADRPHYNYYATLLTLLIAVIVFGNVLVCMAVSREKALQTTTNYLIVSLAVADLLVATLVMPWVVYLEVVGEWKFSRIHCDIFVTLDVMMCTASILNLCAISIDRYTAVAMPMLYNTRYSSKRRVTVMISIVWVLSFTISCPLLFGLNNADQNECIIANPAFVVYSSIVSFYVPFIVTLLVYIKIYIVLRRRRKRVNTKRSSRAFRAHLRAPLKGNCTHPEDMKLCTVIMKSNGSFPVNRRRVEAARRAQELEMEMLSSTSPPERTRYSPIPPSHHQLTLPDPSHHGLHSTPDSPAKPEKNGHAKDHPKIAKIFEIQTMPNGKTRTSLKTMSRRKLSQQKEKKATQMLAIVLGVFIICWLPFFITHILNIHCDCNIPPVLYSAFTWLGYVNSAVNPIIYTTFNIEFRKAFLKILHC
#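 Tetracycline-induced HEK293 T-REx cells with force-coupled D2 receptor, plated overnight at 30 C, loaded with no-wash calcium dye. After a 10 s baseline, compound was pin-added and calcium flux read kinetically for 180 s; calcium rises flagged agonists.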
# USP1-UAF1 inh = blocks the human USP1/UAF1 deubiquitinase complex; O94782; recombinant USP1/UAF1, Ub-Rhodamine cleavage fluorescence; Potency, µM (titrated, usually from 57.1 µM), without a hit: at the highest dose activity change, negative = inhibition, usual class: inhibitors; 390,000 compounds, 0.23% hits; AID 743255; note: potency is the fitted concentration of half-maximal effect; % is set by controls: 0 for no effect and ±100 for the full control effect; nearly all actives have a fitted effect of over 60% in size; inactives centre near -12
#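 In this screen, compounds sit with the deubiquitinase complex (1nM) for 15 min at room temperature before Ub-Rho is added at 150nM final. Fluorescence rise is then followed for 6 reads every 60 seconds.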
# D2 antagonist = antagonizes the human D2 dopamine receptor | P14416 | HEK293 TREx D2 cells, calcium flux, dopamine EC80 | inhibition, % at 10 µM | 340,000 compounds, 2% hits | AID 485344; in the data active = inhibition above about 30%; note: 0% is about no effect
#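 In this primary screen, negative modulation is detected by tracking calcium flux after an EC80 dopamine challenge in inducible HEK293 T-REx D2 cells preexposed to test compound for 180 s.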
# TRHR agonist = agonists of human TRH receptor. TRHR cells, calcium flux fluo-8, FDSS agonist mode. AID 493084. 360,000 compounds, 0.18% hits. activation, % at 2 µM; in the data active = activation above about 30%; note: 0% is about no effect
#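 In this calcium-flux screen, cells bearing human TRHR are dye-loaded with fluo-8, baselined for 10 cycles, then exposed to library compounds; positive kinetic calcium responses during the agonist phase mark hits, with TRH as control.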
# Pin1 inh = inhibitors of human Pin1 | Q13526 | Pin1 FP peptide displacement, HiFluor488, 10 min | Potency, µM (titrated, usually from 115 µM), without a hit: top-dose activity, negative = inhibition, hits mostly inhibitors | 390,000 compounds, 0.009% hits | AID 504891; active = well fitted inhibition curve with a large enough effect in the polarisation, with a control signal flat, not every such curve was filed as active; inconclusive = small, poorly fitted or top-dose-only effect, or effect the other way, or a change in a side signal; inactive = no such curve, though single readings can be large or run the other way; the % refers to the polarisation; note: potency is the fitted concentration of half-maximal effect; % is set by controls: 0 for no effect and ±100 for the full control effect
# Target sequence (Q13526 whole entry, looked up): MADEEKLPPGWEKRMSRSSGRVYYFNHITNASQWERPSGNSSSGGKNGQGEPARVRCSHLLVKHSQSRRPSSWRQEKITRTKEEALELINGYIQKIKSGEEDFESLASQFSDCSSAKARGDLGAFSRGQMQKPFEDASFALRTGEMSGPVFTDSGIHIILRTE
# mIDH1 inhibitor = blocks human mutant IDH1 R132H enzyme. O75874. IDH1-R132H enzyme, NADPH consumption, diaphorase/resazurin fluorescence. Potency, µM (top dose mostly 76.6 µM), for inactives: at the highest dose activity change, negative = inhibition, actives largely listed as inhibitors. 390,000 compounds, 0.093% hits; note: potency is the fitted concentration of half-maximal effect; % is set by controls: 0 for no effect and ±100 for the full control effect; nearly all actives have a fitted effect of over 65% in size
#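 IDH1-R132H (0.5 ug/mL) preincubated 30 min with compound, then NADPH (0.016 mM) and alpha-KG (2 mM) added; 80 min at RT, pH 7.5. Remaining NADPH coupled via diaphorase/resazurin to fluorescence (540/590 nm); concentration-response curves normalized to no-enzyme control.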
# TrxR1 substrate = is turned over as a substrate by rat TrxR1. purified TrxR1 substrate turnover, NADPH consumption readout. Potency, µM (doses to about 114 µM), for inactives: at the highest dose activity change, negative = substrate turnover. 390,000 compounds, 0.01% hits; note: potency is the fitted concentration of half-maximal effect; % is set by controls: 0 for no effect and ±100 for the full control effect; nearly all actives have a fitted effect of over 50% in size
#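 Rat TrxR1, dispensed at 90 nM, was prereduced with 400 uM NADPH (final) for 5 min at ~22 deg C, then incubated with compound 15 min before 400 uM selenite. A first-read NADPH fluorescence drop versus no-compound background flagged substrates.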
# rTrxR1 inhibitor = inhibitors of rat thioredoxin reductase 1; O89049; recombinant rTrxR1, NADPH fluorescence consumption, selenite substrate; Potency, µM (titrated, usually from 114 µM), without a hit: at the top dose activity change, negative = inhibition, hits mostly inhibitors; 390,000 compounds, 1% hits; AID 588453; note: potency is the fitted concentration of half-maximal effect; % is set by controls: 0 for no effect and ±100 for the full control effect; nearly all actives have a fitted effect of over 65% in size
#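 Rat TrxR1 (90 nM in the dispensed reagent) was pre-reduced with 400 uM NADPH for 5 min at room temperature, then incubated with compound for 15 min. After 400 uM selenite was added, NADPH fluorescence (Ex 340/Em 450 nm) was followed for 8 min.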
# Starred values were filed as active, the others as inactive; ? = inconclusive; · = no result given; [ ] = dose if it differs, or a comment. Unless noted, calls come from the whole dose curve; as a rule, active = well fitted inhibition curve with a large enough effect; inconclusive = small, poorly fitted or top-dose-only effect; inactive = no such curve, though single readings can be large or run the other way. Only part of the results is shown. The share of hits here may be higher or lower than overall.
SMILES,TRHR PAM,D2 ag,USP1-UAF1 inh,D2 antagonist,TRHR agonist,Pin1 inh,mIDH1 inhibitor,TrxR1 substrate,rTrxR1 inhibitor
O=C(c1ccccc1Cl)c1c(O)c2ccccc2oc1=O,·,·,-19%,·,·,-4%,1%,-8%,-1%
O=C(COC(=O)c1cccnc1Nc1cccc(C(F)(F)F)c1)NC1CCS(=O)(=O)C1 (configuration not stated),0,·,-4%,·,-0.2,1%,7%,-13%,-6%
Cc1ccnc(NS(=O)(=O)c2ccc(NC(=O)C3C4C=CC(C4)C3C(=O)O)cc2)n1 (configuration not stated),8,0.1,-12%,-8,0.1,-2%,8%,4%,11%
Cc1[nH]c2ccccc2c1/C=N/NC(=O)c1cccc(S(=O)(=O)Nc2cccc(C(F)(F)F)c2)c1,2,0.0,-7%,9,0.4,22%,23%,-7%,4%
CN(C)c1ccc(N=Nc2ccccc2C(=O)OCC(=O)Nc2ccccc2C(F)(F)F)cc1,-7,-0.7,-12%,4,-0.4,0%,0%,-17%,6%
COc1ccc(OCc2ccc(-c3nc(C#N)c(N4CCN(C)CC4)o3)o2)cc1,4,-0.7,-5%,·,-0.2,1%,-13%,14%,12%
CCc1noc(C)c1C(=O)Nc1nc(-c2ccc(Cl)cc2Cl)c(C)s1,8,1.6,-17%,-18,0.0,?,2%,-3%,-16%
CCOC(=O)C1CCN(Cc2cnc(Oc3ccc(C(C)(C)C)cc3)s2)CC1,3,0.1,-23%,-8,-1.1,?,6%,-16%,-7%
CCC(=O)c1ccc(Oc2ccc(C(=O)c3ccc(C)cc3)cc2[N+](=O)[O-])cc1,-2,-2.1,-18%,-2,1.1,?,6%,-2%[11.4 µM],0%[11.4 µM]
CC1CCCCC1NC(=O)C1CCCN1S(=O)(=O)c1cccc2nsnc12 (configuration not stated),3,0.0,-25%,6,-1.0,1%,-6%,2%,18%
COc1ccc(-c2[nH]c3ccccc3c2SCCN)cc1,1,-3.5,-6%,14,-2.3,-2%,-6%,7%,2%
C[C@H](CO)N1C[C@H](C)[C@@H](CN(C)C(=O)Nc2ccccc2)Oc2c(NS(=O)(=O)c3cccs3)cccc2C1=O,·,·,?,·,·,-2%,-1%,11%[57.1 µM],15%[57.1 µM]
Cc1cc2cc(C(c3nnnn3Cc3ccco3)N3CCCCC3)c(=O)[nH]c2cc1C (configuration not stated),7,0.4,-10%,-11,0.0,-2%,0%,10%,-18%
COc1ccc(-n2c(CN3CCN(c4ccc(F)cc4)CC3)nc3ccc([N+](=O)[O-])cc3c2=O)c(OC)c1,10,2.4,-18%,5,0.1,-2%,-7%,-5%[57.1 µM],-15%[57.1 µM]
O=C1NC(=O)/C(=C/c2ccc(-c3cc(C(=O)O)ccc3Cl)o2)S1,-14,1.2,?,11,-0.4,-13%,-8%,-8%,3%
CCOc1ccc(N2CC(C(=O)Nc3nnc(Cc4ccc(OC)c(OC)c4)s3)CC2=O)cc1 (configuration not stated),2,-0.1,-20%,29,0.1,-6%,-5%,1%,15%
COc1cc(Cl)c(C)cc1Nc1nc2ccccc2nc1NS(=O)(=O)c1ccccc1,13,1.7,-16%,·,-1.4,?,9%,1%,0%
N=c1n(CCN2CCCCC2)c2ccccc2n1CC(O)c1cccc(Br)c1 (configuration not stated),2,-0.1,-18%,-2,5.8,4%,1%,-22%[57.1 µM],4%[57.1 µM]
CCOC(=O)C1=NOC(CNC(=O)c2c(-c3ccccc3Cl)noc2C)C1 (configuration not stated),7,1.0,-23%,-8,0.3,-8%,7%,-12%[57.1 µM],-1%[57.1 µM]
O=[N+]([O-])c1cc(C(F)(F)F)cc([N+](=O)[O-])c1N1CCN(S(=O)(=O)c2ccccc2)CC1,-1,0.3,-18%,9,0.2,4%,1%,-9%,-2%
COCC(=O)N1CCc2ccc(NC(=O)c3ccc(C(F)(F)F)cc3)cc2C1,·,·,-29%,·,·,1%,10%,2%,10%
CCOc1ccccc1C(=O)NC1(C(F)(F)F)NC(=O)N(CCc2ccc(OC)c(OC)c2)C1=O (configuration not stated),1,-1.5,-29%,·,-1.4,-4%,1%,-6%,10%
Cc1cc(NC(=O)COC(=O)c2cc(S(=O)(=O)N3CCOCC3)ccc2N2CCCCC2)no1,5,0.1,-9%,0,-0.4,-2%,0%,-7%,-6%
CCc1ccc(NC(=O)c2cc(S(=O)(=O)N3CCc4ccccc43)cn2C)cc1,-4,0.6,-20%,4,0.1,8%,-24%,7%[57.1 µM],21%[57.1 µM]
COc1cc(/C=C(\C#N)C(=O)NCC2CCCO2)c([N+](=O)[O-])cc1OC (configuration not stated),7,-0.8,-1%,-11,-0.9,4%,-2%,2%,-3%
NCC12CC3CC(C1)CC(c1ccc(Br)cc1)(C3)C2,2,2.1,-31%,9,8.5,-2%,8%,-8%[2.29 µM],-19%[2.29 µM]
N#C/C(=C\c1ccccc1)C(=O)NCc1ccc(F)cc1,2,-0.5,-4%,-6,0.8,2%,3%,1%,-17%
COc1cc2c(cc1NS(=O)(=O)N1CCCCC1)oc1ccccc12,20,0.0,-9%,-25,-0.4,2%,1%,8%,17%
O=C(O)c1cn(-c2ccc(F)c(F)c2)c2c(F)c(F)c(F)c(F)c2c1=O,1,-0.1,-12%,4,-0.6,-14%,5%,3%,6%
Cc1noc(C)c1COc1ccccc1C(=O)NCCOc1ccccc1,11,0.1,-17%,-3,0.0,-2%,5%,-10%,-7%
COc1ccc(OC)c(NC(=O)CCN2CCN(C)CC2)c1,6,0.8,-16%,4,-0.2,-5%,11%,-5%,6%
Cc1ccc(NC(=O)C2(c3ccccc3)CC2(Cl)Cl)cc1C (configuration not stated),6,-0.2,-9%,13,-0.4,13%,2%,-11%,-13%
CCOc1ccc(C(N)=O)cc1OC,0,1.0,-17%,13,0.4,-3%,8%,-3%[57.1 µM],17%[57.1 µM]
CC(=O)N(CCc1cccc(C)c1)Cc1cc2ccc(C)cc2[nH]c1=O,-1,0.3,-19%,-13,0.0,4%,9%,7%,20%
CCOC(=O)c1sc2ncn(CC(=O)Nc3cc(Cl)ccc3C)c(=O)c2c1C,-1,0.3,-22%,·,0.1,19%,3%,5%,20%
Cc1cccc(NC(=S)N(CCCN2CCOCC2)Cc2ccco2)c1,7,-0.8,-14%,2,-0.6,-4%,7%,3%[57.1 µM],3%[57.1 µM]
Cc1ccc(C)c(Nc2nc3c(S(=O)(=O)c4ccc(Br)cc4)nnn3c3ccsc23)c1,0,-0.1,-21%,·,0.6,104%[activator],0%,19%,69%[activator]
Cc1ccc(OCC(=O)N2CCc3ccccc3C2)c(C)c1,19,0.6,-23%,4,-0.4,-1%,6%,7%[57.1 µM],20%[57.1 µM]
COc1ccc(NS(=O)(=O)c2cccc(C(=O)N3CCCC3)c2)cc1,10,0.6,3%,·,-0.3,6%,-1%,-6%,5%
O=C(c1cccn2c(=O)c3ccccc3nc12)N1CCN(c2ccccn2)CC1,-2,1.0,-14%,-11,-0.5,1%,-1%,-3%,-4%
COC(=O)C=C1CCC2C3CC(F)C4(O)CC(=O)CCC4(C)C3C(=O)CC12C (configuration not stated),·,·,-13%,·,·,-7%,-4%,-4%[2.29 µM],-5%[2.29 µM]
COc1ccc(C)cc1S(=O)(=O)N(CC(=O)Nc1cccc([N+](=O)[O-])c1)c1ccc(C)cc1,2,-1.4,-22%,-2,-1.4,1%,18%,8%[57.1 µM],14%[57.1 µM]
CC(C)=C1SC(N2CCN(c3cccc(C(F)(F)F)c3)CC2)=NC1=O,4,-0.2,-5%,-14,-0.9,5%,1%,-6%,15%
CC(=O)Nc1nonc1-n1nnc(C(=O)NCc2ccccc2)c1C,-2,-0.8,2%,-13,-1.4,7%,0%,1%,0%
O=C(NNC(=O)c1cc(-c2ccccc2)nc2ccccc12)Nc1cccc(Cl)c1,-3,-0.7,-12%,3,-0.1,1%,-7%,5%[57.1 µM],19%[57.1 µM]
CCN(CC(=O)Nc1cccc(C(C)=O)c1)S(=O)(=O)c1ccc(OC)cc1,-2,-0.3,2%,16,0.0,3%,-3%,5%[57.1 µM],-1%[57.1 µM]
Cc1ccc(Cl)cc1N1CCN(CCNC(=O)Nc2ccccc2Cl)CC1,-1,0.5,-27%,·,0.0,-7%,12%,-7%,4%
Fc1ccc(NC(=S)NCc2cccs2)cc1,-6,-0.1,3%,-1,0.1,0%,4%,0%,-1%
CCN1CCN(C(=O)c2ccc(C(F)(F)F)cc2)CC1,-2,-0.3,-10%,-1,0.8,1%,-7%,7%[57.1 µM],20%[57.1 µM]
COc1cc(C(=S)N2CCN(C)CC2)ccc1OCC(=O)NCc1ccccc1,-3,-0.4,-16%,-7,0.8,3%,0%,8%,17%[57.1 µM]
CC(C)[C@H](N)c1nnc(SCC(=O)c2ccc(Cl)cc2)o1,-4,0.0,4%,0,-0.4,2%,3%,5%[57.1 µM],8%[57.1 µM]
Cc1nn(CC(C)C)c(=S)[nH]c1=O,2,0.1,-18%,32*,0.8,2%,7%,-4%,-1%
COc1cc(C(=O)N2CCC(n3c(C)nc4cc(F)ccc43)CC2)cc(OC)c1OC,7,0.8,-5%,23,-0.4,-4%,-3%,-9%,21%[57.1 µM]
Cc1cc(C)c2c(n1)nn1c(NCCCN3CCOCC3)cc(C)nc21,·,·,2%,·,·,-5%,3%,19%[57.1 µM],7%[57.1 µM]
